Screens as filed in PubChem BioAssay.
TEAD-YAP block: TEAD-YAP interaction inhibition, primary screen, TEAD-YAP interaction inhibitor project, luminescence, HEK-TIYL cells. TEAD-Gal4/YAP UAS-luciferase luminescence. inhibition, % at 9.12 µM. 640,000 tested, 1.4% active; in the data active = inhibition above about 32%;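 also: 0% = median of test compound wells and 100% = reference inhibitor wells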
MITF inh: MITF inhibitors, primary screen, biochemical, AlphaScreen, human | Microphthalmia-associated transcription factor (Homo sapiens), O75030 | AlphaScreen MITF homodimerization, bead proximity signal | inhibition, % at 2.6 µM | 650,000 tested, 0.91% active | AID 1259374, 2018; in the data active = inhibition above about 50%;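 also: 0% = vehicle wells with protein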
FBW7 activator: FBW7 E3 ligase activators, primary screen, biochemical, AlphaScreen, human; F-box/WD repeat-containing protein 7 (Homo sapiens), Q969H0; AlphaScreen FBW7–phospho-cyclin E peptide binding, activator screen; normalized activity (activation), % at 26.1 µM; 650,000 tested, 0.13% active; in the data active = normalized activity above about 1.9%;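 also: purified mutant Fbw7 with reduced substrate affinity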
Target sequence (Q969H0 whole entry, looked up): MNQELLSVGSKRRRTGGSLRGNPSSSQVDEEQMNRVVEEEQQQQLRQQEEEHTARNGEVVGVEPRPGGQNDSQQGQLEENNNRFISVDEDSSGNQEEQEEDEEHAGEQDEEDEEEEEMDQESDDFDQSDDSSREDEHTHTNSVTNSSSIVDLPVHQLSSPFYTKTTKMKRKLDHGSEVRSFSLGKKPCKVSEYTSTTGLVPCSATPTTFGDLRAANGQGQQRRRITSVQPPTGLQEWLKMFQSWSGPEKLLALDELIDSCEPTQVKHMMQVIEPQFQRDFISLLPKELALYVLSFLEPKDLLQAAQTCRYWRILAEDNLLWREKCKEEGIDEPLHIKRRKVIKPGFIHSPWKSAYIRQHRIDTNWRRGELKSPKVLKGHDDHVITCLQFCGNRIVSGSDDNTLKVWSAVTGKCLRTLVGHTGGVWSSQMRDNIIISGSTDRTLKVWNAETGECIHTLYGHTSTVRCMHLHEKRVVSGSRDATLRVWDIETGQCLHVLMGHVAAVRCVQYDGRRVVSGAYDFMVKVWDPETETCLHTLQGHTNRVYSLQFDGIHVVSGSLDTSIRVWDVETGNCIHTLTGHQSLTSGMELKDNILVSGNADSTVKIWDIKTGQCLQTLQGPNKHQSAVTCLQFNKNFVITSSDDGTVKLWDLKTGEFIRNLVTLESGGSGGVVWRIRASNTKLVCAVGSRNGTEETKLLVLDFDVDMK
GPR151 activ: activators of human GPR151, primary screen, cell-based, PathHunter beta-arrestin, luminescence. PathHunter beta-arrestin GPR151 cells. activation, % at 11.2 µM. 650,000 tested, 1% active. AID 1508602, 2020; in the data active = activation above about 4.9%;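 also: 0% = median of compound wells and 100% = cells with positive control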
Target sequence (Q8TDV0 whole entry, looked up): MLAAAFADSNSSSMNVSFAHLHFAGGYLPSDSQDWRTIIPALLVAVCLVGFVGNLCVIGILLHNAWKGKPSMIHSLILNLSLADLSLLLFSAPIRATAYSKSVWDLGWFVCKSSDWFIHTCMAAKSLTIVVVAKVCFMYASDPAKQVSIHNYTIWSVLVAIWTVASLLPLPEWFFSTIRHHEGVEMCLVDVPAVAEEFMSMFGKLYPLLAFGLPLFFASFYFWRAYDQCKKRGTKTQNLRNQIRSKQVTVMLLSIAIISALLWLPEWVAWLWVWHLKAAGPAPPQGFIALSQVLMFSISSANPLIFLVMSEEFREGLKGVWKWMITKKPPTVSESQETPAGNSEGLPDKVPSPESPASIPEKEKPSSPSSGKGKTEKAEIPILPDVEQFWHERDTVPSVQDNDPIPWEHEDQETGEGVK
* hit, by the source's call.

The first 15 entries, to show the layout:
SMILES	TEAD-YAP block	MITF inh	FBW7 activator	GPR151 activ
CCn1nc(NS(=O)(=O)c2ccccc2)c2cc3cccc(C)c3nc21	4	14	-0.1	-0.3
O=S(=O)(Nc1cccc(-c2cn3ccsc3n2)c1)c1ccccc1	8	14	0.1	0.2
Cc1cc(C)c(S(=O)(=O)N2CCOCC2)cc1Br	-8	1	0.1	-1.1
CCN1CCN(CCCOc2ccc([N+](=O)[O-])cc2)CC1	13	66*	-0.2	0.2
CSc1ccc2nc(Nc3nnc(-c4ccc5c(c4)OCCO5)o3)sc2c1	-5	2	0.6	-2.4
COc1ccc(CCN(C)CCCC(C#N)(c2cc(OC)c(OC)c(OC)c2)C(C)C)cc1OC (configuration not stated)	-4	-5	0.0	5.6*
CCOc1cccc(C=Nc2cc(C)on2)c1O	-3	-5	-0.2	-0.9
Cc1cc2c(c(=O)n1CC1CCCO1)C(c1ccccc1Br)C(C#N)=C(N)O2 (configuration not stated)	0	-6	0.0	0.1
Cc1ccc(CCNS(=O)(=O)c2ccc(C)cc2)cc1	3	9	0.1	-0.2
Cc1nc2ccc3nc(NC(=O)c4ccc5ncsc5c4)sc3c2s1	-8	-1	0.5	0.0
CCOC(=O)c1ccc(NC(=O)c2ccc(Cl)c(Cl)c2)cc1	-7	-1	0.0	-0.2
CCCCn1c(CNC(=O)c2cccs2)nnc1SC(C)C(=O)Nc1sc2c(c1C(=O)OCC)CCCC2 (configuration not stated)	6	-2	0.5	1.0
Cc1cc(C)c(OCC(=O)Nc2ccc(I)cc2)c(C)c1	-8	12	0.2	0.5
COc1ccccc1-n1c(CNC(=O)COc2ccccc2)n[nH]c1=S	-11	11	0.6	0.8
CC(=O)N(C(C)=O)c1nc2nc(C)cc(C)n2n1	2	11	-0.1	-0.5

All compounds of this part, from the first entry:
SMILES	TEAD-YAP block	MITF inh	FBW7 activator	GPR151 activ
CCn1nc(NS(=O)(=O)c2ccccc2)c2cc3cccc(C)c3nc21	4	14	-0.1	-0.3
O=S(=O)(Nc1cccc(-c2cn3ccsc3n2)c1)c1ccccc1	8	14	0.1	0.2
Cc1cc(C)c(S(=O)(=O)N2CCOCC2)cc1Br	-8	1	0.1	-1.1
CCN1CCN(CCCOc2ccc([N+](=O)[O-])cc2)CC1	13	66*	-0.2	0.2
CSc1ccc2nc(Nc3nnc(-c4ccc5c(c4)OCCO5)o3)sc2c1	-5	2	0.6	-2.4
COc1ccc(CCN(C)CCCC(C#N)(c2cc(OC)c(OC)c(OC)c2)C(C)C)cc1OC (configuration not stated)	-4	-5	0.0	5.6*
CCOc1cccc(C=Nc2cc(C)on2)c1O	-3	-5	-0.2	-0.9
Cc1cc2c(c(=O)n1CC1CCCO1)C(c1ccccc1Br)C(C#N)=C(N)O2 (configuration not stated)	0	-6	0.0	0.1
Cc1ccc(CCNS(=O)(=O)c2ccc(C)cc2)cc1	3	9	0.1	-0.2
Cc1nc2ccc3nc(NC(=O)c4ccc5ncsc5c4)sc3c2s1	-8	-1	0.5	0.0
CCOC(=O)c1ccc(NC(=O)c2ccc(Cl)c(Cl)c2)cc1	-7	-1	0.0	-0.2
CCCCn1c(CNC(=O)c2cccs2)nnc1SC(C)C(=O)Nc1sc2c(c1C(=O)OCC)CCCC2 (configuration not stated)	6	-2	0.5	1.0
Cc1cc(C)c(OCC(=O)Nc2ccc(I)cc2)c(C)c1	-8	12	0.2	0.5
COc1ccccc1-n1c(CNC(=O)COc2ccccc2)n[nH]c1=S	-11	11	0.6	0.8
CC(=O)N(C(C)=O)c1nc2nc(C)cc(C)n2n1	2	11	-0.1	-0.5
O=C(COc1ccc(Br)cc1)Nc1ccccc1Cl	-37	10	0.1	0.5
CC(C)n1cc(C(=O)N2CCC(c3c(S(C)(=O)=O)cnc4ncnn34)CC2)cn1	-6	-8	-0.2	0.6
COc1ccc(CC2(CCC(=O)N3CCSCC3)CCC(=O)N2)c2ccccc12 (configuration not stated)	-9	-8	0.0	0.8
O=C(c1ccccc1Br)N1CCn2c1nc1ccccc12	3	-17	0.1	1.6
Cc1ccc2nc(-c3ccc(NC(=S)NC(=O)c4cc5ccccc5o4)cc3)oc2c1	-48	-8	0.1	-0.7
O=C(CSc1nc2ccsc2c(=O)n1NC(=O)c1ccccc1)c1ccc(Cl)cc1	-45	2	0.0	-1.5
O=C(O)C1CCN(CCc2ccccn2)CC1	-6	2	-0.1	1.0
O=C1CSC(c2ccc([N+](=O)[O-])cc2)N1c1ccc(F)cc1 (configuration not stated)	5	15	-0.2	-1.4
Nc1cccc(NC(=O)CCC(=O)O)c1	1	10	0.2	-0.6
O=c1c(-c2ccc(Cl)cc2)c(C(F)(F)F)oc2c(CN3CCCC3)c(O)ccc12	15	9	0.3	-0.2
SMILES	TEAD-YAP block	MITF inh	FBW7 activator	GPR151 activ
CCOC(=O)c1ccccc1NC(=O)c1sc2ncn(CC)c(=O)c2c1C	3	20	0.5	-1.0
CCCN1CCc2nnc(C(C)NC(=O)C3CC3)n2CC1 (configuration not stated)	4	4	0.0	1.8
CC(C)NCC(O)COc1cccc2c1OCCO2 (configuration not stated)	3	5	-0.2	0.1
O=C(NC1CC1)c1csc(Nc2ccc(C(F)(F)F)cc2)n1	-6	-5	0.0	-1.4
CS(=O)(=O)N(CC(=O)N1CCc2ccccc2C1)c1ccc(F)c(Cl)c1	5	10	-0.1	-1.1
CCCCN(C)C(=O)c1sc2ncn(CC)c(=O)c2c1C	-10	-3	-0.1	0.8
Cc1ccccc1OC(C)C(=O)NCCc1ccccc1 (configuration not stated)	-26	12	0.2	2.1
CC(=O)Nc1cccc(-c2csc(Nc3ccc(C)cc3)n2)c1	-71	-6	-0.1	10*
Nc1cccc(C(=O)Nc2ccc(-c3ccccc3)cc2)c1	-4	18	-0.1	-1.5
COc1ccc(OC)c(C2C3=C(CCCC3=O)OC3=C2C(=O)CCC3)c1	-1	4	0.0	1.2
COc1ccc(/C=C2\SC(N3CCCC3)=NC2=O)cc1	0	-3	-0.1	0.4
N#CC(C#N)C(C#N)(C#N)C1CCCCC1=O (configuration not stated)	12	21	-0.6	1.3
COCCNC(=S)N1CCN(c2nc(-c3ccccc3)cs2)CC1	-46	-6	-0.1	1.4
O=C(Cn1nc2n(c1=O)-c1ccccc1SC2)N/N=C/c1ccncc1	5	7	-0.2	0.9
COc1ccc(CNC(=O)CCCc2nnc3n4nc(C)nc4c4ccccc4n23)cc1	12	35	0.0	3.4
COc1ccc(C2=NN(S(=O)(=O)c3ccccc3)C(c3ccccc3Cl)C2)cc1OC (configuration not stated)	-5	0	-0.1	0.0
Cc1ccc(C(=O)N/N=C/c2cccc(Oc3ccc([N+](=O)[O-])cc3[N+](=O)[O-])c2)cn1	4	11	0.3	-1.0
Cc1cc(=O)c2cc(Br)ccc2n1CC(=O)Nc1ccccc1	1	8	0.6	-1.8
Cc1ccc(-c2csc3ncnc(OCC(=O)NC(=O)NC4CCCC4)c23)cc1	-8	8	-0.2	-0.6
CC1CCc2nc(NC(=O)c3ccc(S(=O)(=O)N4CCCCC4)cc3)sc2C1 (configuration not stated)	-3	6	0.0	0.0
CCOC(=O)c1cc2ccccc2n1CCN(CC)CC	-7	49	-0.1	-0.7
Cc1sc(NC(=O)CN(C(=O)CCc2ccccc2)C2CCCC2)c(C(N)=O)c1C	-10	0	-0.1	0.0
Cc1ccc(NC(=O)CSc2nc3n[nH]c(C)c3c(=N)n2-c2ccccc2C)cc1	8	-1	-0.3	0.3
COC(=O)c1ccc(NC(=O)C2CC(=O)N(CCc3ccc(OC)c(OC)c3)C(=Nc3ccccc3)S2)cc1 (configuration not stated)	-5	22	0.2	-0.4
CCOc1ccc(-c2csc(-c3cc4c(ccc5ccccc54)oc3=O)n2)cc1	6	-3	0.0	0.4
SMILES	TEAD-YAP block	MITF inh	FBW7 activator	GPR151 activ
Cc1ccccc1NC(=O)CSc1nsc(SCC(=O)Nc2ccccc2C)n1	-5	-2	0.1	0.4
Cc1cc(S(=O)(=O)NCC2COC3(CCCC3)O2)ccc1F (configuration not stated)	13	6	0.2	-0.8
COc1ccc(-c2nc(CSCC(=O)N3CCc4ccccc4C3)c(C)o2)cc1OC	13	9	0.0	0.6
CCC(C)NC(=O)c1cnc(N2CCN(CC)CC2)c2ccccc12 (configuration not stated)	3	-5	-0.2	1.1
C=CCOc1c(Br)cc(/C=c2\sc3n(c2=O)C(c2ccc(N(C)C)cc2)C(C(=O)OCC)=C(C)N=3)cc1Br (configuration not stated)	3	9	0.2	0.9
O=C(c1ccccc1)c1ccc(-c2[nH]c(-c3ccc(F)cc3)nc2-c2ccccc2)cc1	-3	-11	0.0	-0.3
CCOC(=O)c1c(C)sc(/C=N/Nc2ccccc2)c1O	8	-2	-0.1	0.1
CCC(Sc1nnc(-c2ccccc2)n1C)C(=O)Nc1ccc(C(C)=O)cc1 (configuration not stated)	-12	0	-0.2	0.6
CCOC(=O)C1=C(C)NC2=C(C(=O)c3ccccc32)C1c1cc(Br)c(OCC)c(OC)c1 (configuration not stated)	3	10	0.0	-1.4
Cc1ccc(NC(=O)/C(C#N)=C/c2ccc3c(c2)OCO3)c([N+](=O)[O-])c1	-6	-10	-0.1	1.2
Cc1ccc(NC(=O)CCC(=O)NN)cc1C	11	5	0.0	0.8
COc1ccc(C(=O)NCC(c2cccnc2)N2CCc3ccccc3C2)c(OC)c1 (configuration not stated)	-5	-3	-0.1	0.4
CSc1nc(C(=O)N2CCc3nnc(CCNC(=O)C4CCCCC4)n3CC2)cs1	4	8	0.0	0.1
CC1=NN(c2nc(-c3ccccc3)cs2)C(=O)C1C(c1ccccc1)C(C#N)C(N)=O (configuration not stated)	76*	24	0.7	-0.9
COc1ccc(N2CCN(S(=O)(=O)c3ccc(F)c(C(=O)Nc4ccc(F)c(F)c4)c3)CC2)cc1	5	-4	0.0	0.9
CCC1(C)NC(=O)N(/N=C/c2cc(Cl)cc([N+](=O)[O-])c2O)C1=O (configuration not stated)	3	3	-0.1	0.7
COc1cc(C=Nc2ccc(NC(C)=O)cc2)c([N+](=O)[O-])cc1OC	-3	-8	0.0	-0.8
CCc1ccc(CN2CCc3c(cnc(C)c3CNC(=O)c3ccc(=O)[nH]n3)C2)o1	-13	-1	0.0	0.5
COc1ccc(CNC(=O)CN(c2ccc(Cl)cc2)S(=O)(=O)c2ccc(OC)cc2)cc1	-1	2	0.1	-0.7
CN(CCC#N)C(=O)C(=O)c1c[nH]c2ccccc12	-9	-7	-0.1	-0.1
N#C/C(=C\c1ccc(-c2ccccc2[N+](=O)[O-])o1)C(=O)Nn1cnnc1	-1	-11	-0.8	0.3
CCN(CC)CCNC(=O)CCn1nc(-c2ccc(Cl)cc2)ccc1=O	1	12	0.2	1.5
O=C(Cn1nc(-c2ccc3c(c2)OCCO3)ccc1=O)Nc1cccc2cccnc12	-1	-4	0.1	-1.9
COc1cc(C2C3=C(CCCC3=O)N(C)C3=C2C(=O)CCC3)ccc1OCc1ccc(F)cc1	7	-1	0.0	-0.2
COCCNC(=O)c1cc(Sc2ccc(C)cc2)nc2ccccc12	6	13	0.1	2.2
SMILES	TEAD-YAP block	MITF inh	FBW7 activator	GPR151 activ
O=C1C2CCCCC2C(=O)N1c1ccc(Cl)cc1O (configuration not stated)	4	4	0.5	0.5
CCCS(=O)(=O)N1CCN(C(C)C)CC1	8	87*	-0.1	0.0
Cc1ccccc1-n1c(=S)sc2c(=O)n(-c3ccccc3)c(SCC(=O)N3CCC(C)CC3)nc21	10	0	0.0	0.2
CC(NC(=O)C12CC3CC(CC(C3)C1)C2)C(N)=O (configuration not stated)	-4	4	0.0	1.1
CCN(CC)C(=O)C1CCCN(c2cc(Nc3ccc(Oc4ccccc4)cc3)nc(N)n2)C1 (configuration not stated)	-2	7	-0.1	1.0
CCCN1CCN(c2c(Cl)cccc2NC(=O)c2ccccn2)CC1	-15	-7	-0.2	2.1
COc1ccccc1C(=O)NNC(=O)C(=O)NCC(C)C	-13	-1	-0.1	-0.1
Cc1c(Cl)cccc1NC(=O)C1NC(=O)CC1c1ccccc1 (configuration not stated)	2	-6	-0.4	1.4
CCOc1ccc(NC(=O)c2c(NC(C)=O)sc3c2CCCCC3)cc1	1	0	-0.1	1.1
CCOC(=O)CC(=O)CSc1ncnc2c1nnn2-c1ccc(OC)cc1	-1	-7	-0.1	0.0
CN(CCc1ccccc1)C(=O)c1nc2sccn2c1CNC(C)(C)CO	-9	6	-0.2	-0.6
O=c1/c(=C/c2cn(Cc3ccc(Cl)cc3Cl)c3ccccc23)sc2nc3ccccc3n12	6	10	-0.1	1.1
CC(=O)Nc1cccc2c1C(=O)N(c1ccc(OC(C)=O)cc1)C2=O	-1	-11	0.1	-1.4
COc1ccc(C2SCC(=O)N2CCCN(C)C)cc1 (configuration not stated)	4	2	0.0	-0.8
CCOc1ccccc1NC(=O)CCc1nc2ccccc2[nH]1	3	13	0.0	0.3
CC(=O)Nc1cc(C(=O)NCc2cccnc2)ccc1S(=O)(=O)c1ccc(Cl)cc1	2	10	0.5	-0.1
CCOC(=O)c1c(NC(=O)Cn2nc([N+](=O)[O-])cc2C)sc2c1CCC(C)C2 (configuration not stated)	1	6	0.1	0.3
O=C(O)c1cccc(N2C(=O)c3ccc(C(=O)c4cccc([N+](=O)[O-])c4)cc3C2=O)c1	-6	6	0.0	-0.3
CC(=O)c1cccc(-c2ccc(NCCc3ccccn3)nc2)c1	-49	18	-0.5	0.5
COc1ccc(CCN(C)C2CCCN(C3CCC3)C2)cc1OC (configuration not stated)	-4	-3	0.3	0.4
